KB-V1 MDR tox: KB-V1 MDR subline cytotoxicity; Potency, µM (top dose mostly 46.1 µM), inactives show at the highest dose activity change, negative = cytotoxicity, usual class: cytotoxic; KB-V1 MDR cells viability, CellTiter-Glo, 72 h; AID 1347076; hit rate 3.4% among 400,000; further: on the % scale 0 is the no-effect control and ±100 the full control effect; nearly all actives have a fitted effect of over 60% in size
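KB-V1 MDR subline cells in DMEM (phenol-red free, 10% FBS) exposed to compounds in qHTS concentration series for 72 h at 37 degrees C. Viability read by CellTiter-Glo luminescence; concentration-effect curves fitted after normalization and correction.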
HT1080NT lethal: kills 2HG-producing HT-1080-NT fibrosarcoma cells; AID 686970; HT-1080-NT fibrosarcoma viability, CellTiter-Glo ATP luminescence, 48 h; hit rate 1.6% among 360,000; Potency, µM (highest dose often 46.1 µM), inactives show at the highest dose activity, negative = less viability, hits mostly cytotoxic;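 further: NT is the 2HG producing partner of a matched IDH1 knockdown line; 0% = DMSO-treated cells and -100% = media-only wells without cells; nearly all actives have a fitted effect of over 55% in size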
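Fibrosarcoma NT cells, 750 per well in 5% FBS RPMI, were exposed to compound for 48 hours. Viability: CellTiter-Glo luminescence.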
GLP1R cytotox: cytotoxic in the GLP-1 receptor inverse agonist counter-screen | hit rate 0.13% among 410,000 | Potency, µM (titrated, usually from 38.3 µM), for the others: top-dose activity change, negative = inhibition, hits mostly inhibitors | HEK293 cAMP-luciferase reporter cells, luminescence, 24 h | AID 624418;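 further: loss of luciferase light is scored as toxicity; on the % scale 0 is the no-effect control and ±100 the full control effect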
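Seeding density was 200 cells/uL; after overnight-length (12 h) culture, 23 nL compounds went on for 24 h at 37 °C. Readout used a luciferase detection reagent, luminescence taken after 12 min at room temperature.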
HT1080 IDH1KD tx: HT-1080 IDH1 knockdown cell toxicity (counter line); HT-1080 IDH1 knockdown viability, ATP luminescence, 48 h; hit rate 2% among 360,000; Potency, µM (titrated, usually from 46.1 µM), for the others: at the highest dose activity, negative = toxicity, actives largely listed as cytotoxic;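 further: 0% = DMSO wells and -100% = cell-free medium wells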
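In this qHTS, HT-1080 cells depleted of IDH1 are exposed for 48 h at 37 °C to compound titrations. Toxicity is scored from CellTiter-Glo luminescence, with DMSO as full viability and medium alone as none.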
SW480 rereplic: induces DNA re-replication in SW480 colon adenocarcinoma cells; SW480 DNA re-replication, Hoechst DNA content imaging, 48 h; Potency, µM (top dose mostly 46.1 µM), for inactives: at the top dose re-replication activation, actives largely listed as activators; hit rate 1.8% among 340,000; further: % of control where 0% means no effect; nearly all actives have a fitted effect of over 55% in size
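Treated cells incubate 48 hr (37 C, 5% CO2), are stained 40 min with Hoechst, and nuclear fluorescence is enumerated; a rise in nuclei with high DNA signal marks re-replication.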
GLP-1R agonist: agonists of human GLP-1 receptor; HEK293 GLP-1R CRE-luciferase, luminescence, 4-6 h; cells express a hypersensitive GLP-1R form; hit rate 0.007% among 380,000; P43220; Potency, µM (titrated, usually from 45.6 µM), for inactives: at the top dose activation, hits mostly activators; further: % of control where 0% means no effect
Target sequence (P43220 whole entry, looked up): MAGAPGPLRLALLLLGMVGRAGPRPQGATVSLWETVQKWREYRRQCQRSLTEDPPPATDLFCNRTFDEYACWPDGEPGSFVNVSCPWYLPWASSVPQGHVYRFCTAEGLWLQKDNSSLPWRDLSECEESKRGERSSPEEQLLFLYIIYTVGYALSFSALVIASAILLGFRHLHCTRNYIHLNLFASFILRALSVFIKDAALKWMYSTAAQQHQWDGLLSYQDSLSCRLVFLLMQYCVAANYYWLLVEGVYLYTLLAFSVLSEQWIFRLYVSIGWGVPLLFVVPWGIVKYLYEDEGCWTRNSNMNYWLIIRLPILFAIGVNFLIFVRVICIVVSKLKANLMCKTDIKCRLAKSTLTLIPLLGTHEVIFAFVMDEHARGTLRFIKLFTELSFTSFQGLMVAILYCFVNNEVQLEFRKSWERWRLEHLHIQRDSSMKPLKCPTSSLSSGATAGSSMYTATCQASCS
KB-3-1 tox: kills parental KB-3-1 adenocarcinoma cells; hit rate 1.4% among 400,000; Potency, µM (highest dose often 46.1 µM), for inactives: at the top dose activity change, negative = cytotoxic, actives largely listed as cytotoxic; AID 1347075; KB-3-1 viability, CellTiter-Glo ATP luminescence, 72 h; further: on the % scale 0 is the no-effect control and ±100 the full control effect; nearly all actives have a fitted effect of over 60% in size
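Screening of KB-3-1 cells (DMEM, 10% FBS, phenol-red free) ran from lowest to highest compound concentration; after 72 h at 37 °C viability was read luminescently and curves fitted.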
GLP1R inv ag: GLP-1 receptor (human) inverse agonism. Potency, µM (titrated, usually from 38.3 µM), for the others: top-dose activity change, negative = inhibition, usual class: inhibitors. hit rate 1.6% among 410,000. HEK293 GLP-1R CRE-luciferase, luminescence, 24 h; GLP-1R form is constitutively active. AID 624417; further: on the % scale 0 is the no-effect control and ±100 the full control effect; nearly all actives have a fitted effect of over 55% in size
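Inverse agonism was detected as reduced cAMP-driven luciferase luminescence after 24 h compound treatment. The cells were HEK293 clones expressing constitutively active human GLP-1R with the reporter. Reporter-only and GPR119 cell lines served as counterscreen controls.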
TDP-43 yeast inh: TDP-43 toxicity inhibition in yeast. TDP-43 expressing yeast growth rescue, BacTiter-Glo, 24 h. Potency, µM (doses to about 46.1 µM), without a hit: at the highest dose growth rescue (activation), actives largely listed as activators. hit rate 1.8% among 410,000. AID 652104; further: % of control where 0% means no effect; nearly all actives have a fitted effect of over 50% in size
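Yeast expressing TDP-43 (pregrown in raffinose, seeded at OD600=0.02 in galactose medium) exposed to compounds 24 hr at 30 deg C. Growth read by BacTiter-Glo luminescence; rescue of toxicity appears as increased signal.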
* hit, by the source's call; u = inconclusive; x = no result given; [ ] = remark or other dose. The call rests on the fitted dose curve; in most records, active means well fitted curve in the direction sought with a large enough effect; inconclusive means small, poorly fitted or top-dose-only effect, or another doubt; inactive means no such curve, though single readings can be large; an effect the other way counts as inactive or inconclusive. Potency means the concentration at half of the fitted maximal effect.

entry | structure | KB-V1 MDR tox | HT1080NT lethal | GLP1R cytotox | HT1080 IDH1KD tx | SW480 rereplic | GLP-1R agonist | KB-3-1 tox | GLP1R inv ag | TDP-43 yeast inh
1 | CCOC(=O)N1CCN(Cc2nc3cc([N+](=O)[O-])ccc3n2CC)CC1 | -13% | -1% | 10% | -4% | -13% | 11% | 16% | -1% | 13%
2 | CS(=O)(=O)N1CCN(c2ccc(NC(=O)CSc3nnc(-c4ccco4)o3)cc2)CC1 | -3% | 0% | 6% | 2% | 4% | 8% | 8% | 24% | -12%
3 | O=C(OCC(=O)N(C1CCCCC1)C1CCCCC1)c1cnccn1 | 7% | 2% | -4% | 7% | -39%[inhibitor] | -15% | 6% | -29% | -3%
4 | Cc1cc(C)c(OCC(=O)OCC(=O)N(C)C2CCS(=O)(=O)C2)c(C)c1 (stereo not given) | 0% | -1% | -1% | -1% | 2% | -4% | 4% | 5% | 3%
5 | COc1ccc(/C(C)=N/OCC(=O)N2CC3(C)CC2CC(C)(C)C3)cc1 (stereo not given) | -26% | -6% | 0% | -8% | 2% | 11% | u | u | 3%
6 | Cc1cc(F)ccc1S(=O)(=O)N1CCCOC1CNC(=O)C(=O)NC1CCCC1 (stereo not given) | u | 2% | 7% | 3% | 0% | 1% | -5% | 2% | 5%
7 | CCCN1CCN(C(=O)Nc2ccc(OCC)cc2)CC1 | -1% | 0% | -2% | -1% | -9% | -3% | -1% | 6% | 16%
8 | Cc1ccc(S(=O)(=O)N2CCOCC2)cc1C(=O)Nc1cc(Cl)ccc1N1CCOCC1 | -23% | 0% | 8% | 5% | 6% | 7% | -2% | 3% | 8%
9 | COc1ccc(OCCCC(=O)Nc2cccc(C(C)=O)c2)cc1 | 0% | 0% | -7% | 5% | -6% | 0% | -7% | 5% | 1%
10 | CCCn1c(N)c(C(=O)COC(=O)CNC(=O)c2ccc(C)c(C)c2)c(=O)n(C)c1=O | 22% | 5% | -8% | 0% | -2% | 9% | 9% | 4% | 0%
11 | COC(=O)c1ccc(N)nc1 | u | 22% | 0% | 28% | 0% | 0% | 15% | 27% | -16%[1.82 µM]
12 | CCOC(=O)c1c(NC(=O)CSc2nc3ccccc3o2)sc(C(C)=O)c1C | -17% | -8% | -8% | -10% | 1% | 18% | 5% | 22% | 3%
13 | Cc1c(C#N)c(SCC(N)=O)nc2c1CCCC2 | -23% | -6% | -7% | -1% | -4% | 28% | 24% | 21% | 13%
14 | CCNC(=O)NC(=O)CSc1nc2ccccc2n1CC(C)C | 2.9µM* | 5% | 18% | 8% | -3% | 0% | -11% | -10% | 2%
15 | COC(=O)[C@@]12C[C@@H](CC(=O)N3CCN(C(=O)c4ccco4)CC3)C(=O)N(CCc3ccc(OC)c(OC)c3)C1=CCC(C)(C)C2 | -24% | 18% | -8% | 8% | x | x | 19% | -18% | 18%
16 | COCCNC(=O)c1cc(OC)c(OC)cc1[N+](=O)[O-] | 2% | 15% | -7% | 25% | -4% | -5% | 19% | 2% | 12%
17 | COC(=O)C1=C(C)NC(=O)C1(NS(=O)(=O)c1ccc(C)cc1)C(F)(F)F (stereo not given) | 20% | 1%[9.24 µM] | -11% | -6% | 0% | 1% | 3% | -1% | -20%
18 | CCOC(=O)CN(C(=O)CSc1nnc(C)n1-c1ccccc1)c1cccc([N+](=O)[O-])c1 | -4% | -1% | -3% | 5% | 2% | -5% | 0% | 2% | -10%
19 | CC(C)(C)c1ccc(OCCCC(=O)NC2=NCCS2)cc1 | -1% | -10% | 5% | u | 5% | 7% | 12% | u | 2%
20 | COc1ccc(NC(=O)CN2CCC(NC(=O)c3ccc(OC)cc3)CC2)cc1 | 12% | 2% | 6% | 4% | -46% | 1% | 20% | 23% | 9%

Sorted by number of heavy atoms (lowest first): 3 of the compounds above.
entry | structure | KB-V1 MDR tox | HT1080NT lethal | GLP1R cytotox | HT1080 IDH1KD tx | SW480 rereplic | GLP-1R agonist | KB-3-1 tox | GLP1R inv ag | TDP-43 yeast inh
13 | Cc1c(C#N)c(SCC(N)=O)nc2c1CCCC2 | -23% | -6% | -7% | -1% | -4% | 28% | 24% | 21% | 13%
19 | CC(C)(C)c1ccc(OCCCC(=O)NC2=NCCS2)cc1 | -1% | -10% | 5% | u | 5% | 7% | 12% | u | 2%
9 | COc1ccc(OCCCC(=O)Nc2cccc(C(C)=O)c2)cc1 | 0% | 0% | -7% | 5% | -6% | 0% | -7% | 5% | 1%

The listing picks up with the 2 entries that preceded the break.
entry | structure | KB-V1 MDR tox | HT1080NT lethal | GLP1R cytotox | HT1080 IDH1KD tx | SW480 rereplic | GLP-1R agonist | KB-3-1 tox | GLP1R inv ag | TDP-43 yeast inh
19 | CC(C)(C)c1ccc(OCCCC(=O)NC2=NCCS2)cc1 | -1% | -10% | 5% | u | 5% | 7% | 12% | u | 2%
20 | COc1ccc(NC(=O)CN2CCC(NC(=O)c3ccc(OC)cc3)CC2)cc1 | 12% | 2% | 6% | 4% | -46% | 1% | 20% | 23% | 9%
21 | Cc1ccc(-c2nc3cc(C)c(Br)c(C)n3c2Cc2cccc(F)c2)cc1 | 16% | u | 5% | u | x | -5% | -1% | u | 14%
22 | CC(=O)OCC1=C(C(=O)O)N2C(=O)C(NC(=O)c3ccc(COc4cccc(Cl)c4Cl)o3)C2SC1 (stereo not given) | 2% | u | -3% | -20% | -7% | -2% | -5% | u | -12%
23 | Cc1ccc(/C=C/C2=NN(C)C(=O)CC2)cc1 | u | -4% | 2% | -1% | u | 2% | -20% | -22% | -2%
24 | C/C=C/C(=O)Nc1nnc(C(C)C)s1 | -2% | 15% | -2% | 8%[9.24 µM] | -5% | -1% | 6% | 14% | 0%
25 | CC1CC(C)CN(S(=O)(=O)N2CCC(C(=O)NCCC3=CCCCC3)CC2)C1 (stereo not given) | u | 5% | 6% | 4% | -25% | 5% | 5% | -1% | 8%
26 | CCCCN(C)C(=O)C1CCN(Cc2cccnc2)CC1 | 25% | 24% | 17% | 10% | -3% | -4% | 5% | 16% | -6%
27 | O=C(C1=C[C@@H](c2ccc(C(F)(F)F)cc2)C[C@@H](OCCCCO)O1)N1CCN(Cc2ccc3c(c2)OCO3)CC1 | 0% | -16% | -37% | -18% | 7% | 6% | 0% | -14% | 6%
28 | Cc1ccc(S(=O)(=O)Nc2nc3n(n2)C(c2ccc(Cl)cc2)CC(=O)N3)cc1 (stereo not given) | 11% | 9% | -5% | 19% | -1% | -2% | -1% | 2% | 11%
29 | Cc1ccc(CNC(=O)c2ccc[nH]2)cc1 | -5% | -1% | 22% | 2% | -1% | 0% | 12% | -9% | u
30 | Fc1ccccc1Cc1ccc(Cl)nn1 | 0% | 1% | -1%[7.66 µM] | -11% | 1% | 6% | 4% | 17%[7.66 µM] | -10%[9.22 µM]
31 | CCCN(CCC)CC(=O)Nc1cccc2c1OCO2 | 14% | -4% | 74%[activator] | -1% | 2%[9.22 µM] | 3% | 4% | u | -6%
32 | COc1ccc(N(C(=O)c2cccnc2)S(=O)(=O)c2ccccc2)cc1 | 4% | 0% | 14% | 25% | -14% | -1% | 1% | -16% | -16%
33 | Cc1ccc2c(cnn2C(=O)CCC(=O)N2CCCCC2C)c1 (stereo not given) | 0% | 8% | 4% | 19% | -22% | 3% | u | -4% | -8%
34 | CCOc1ccc(CNS(=O)(=O)c2cc3c(cc2C)NC(=O)CO3)cc1 | 7% | x | 7% | x | x | x | -11% | 9% | 19%
35 | CCOC(=O)C1(CC2CCCCO2)CCN(C(=O)Nc2ccc(SC)cc2)CC1 (stereo not given) | -12% | -1% | 10% | -1% | 0% | 16% | -3% | u | -22%[0.397 µM]
36 | Cc1ccccc1CCNC(=O)c1cc2ccccn2n1 | 0% | x | -9% | x | x | x | -1% | 6% | 18%
37 | COc1n[nH]c(C(=O)Nc2cc(F)ccc2C)c1[N+](=O)[O-] | -12% | -2% | 13% | -14% | -693%[inhibitor] | -2% | 3% | 27% | -28%
38 | O=C(NNC(=S)NC(=O)c1cccc([N+](=O)[O-])c1)c1ccc(O)cc1 | -2% | -23% | 10% | -8% | -1% | 0% | -2% | 46%[activator] | -10%
39 | CC(C)(C)C(=O)OC/C(N)=N/OC(=O)c1ccc(Cl)c(Cl)c1 | 23% | 26% | -3% | 18% | -25% | 18% | -4% | 4% | u
40 | COc1ccc(NC(=O)NCCCCc2ccccc2)cc1OC | 5% | -2% | -2% | 1% | -10% | -3% | -6% | u | -1%
41 | Cc1ccc2c(c1)c1c3n2CCN(CC#N)C3CCC1 (stereo not given) | 5% | 5% | 11% | 16% | 3% | 6% | -3% | 16% | -2%
42 | CCOc1ncccc1C(=O)Nc1ccccc1N1CCOCC1 | -28% | 0% | -6% | 5% | -2% | 15% | 1% | 6% | u
43 | CCN1C(=S)N[C@@H](c2ccccc2)C(C(=O)OC)=C1C | 2% | 1% | -9% | 8% | -4%[9.22 µM] | 12% | 0% | -3% | 2%
44 | COc1ccc(N(C)S(=O)(=O)c2cccc(C(=O)Nc3ccc(-n4cnnn4)cc3)c2)cc1 | u | -2% | -34% | -28% | 18% | -9% | -9% | u | 4%
45 | O=C(Oc1c(CN2CCOCC2)cc(Cl)c2cccnc12)c1ccc(F)cc1 | 3.3µM* | u | 3% | u | u | 12% | 5.8µM* | u | 10%
46 | COc1ccc2[nH]c3c(=O)n(CCc4ccccc4)cnc3c2c1 | u | 0% | -6% | 0% | -1% | -4% | 2% | 23% | 3%
